Source: PubChem
ERK EGF block: qHTS Assay for Inhibitors of the ERK Signaling Pathway using a Homogeneous Screening Assay; Stimulation with EGF | Potency, µM (top dose mostly 11.5 µM), without a hit: at the highest dose activity change, negative = inhibition, most hits filed as inhibitors | hit rate 0.41% among 130,000 | HEK293-V1b, EGF-stimulated phospho-ERK AlphaScreen | AID 1454, 2008; active means well fitted inhibition curve with a large enough effect; inconclusive means small, poorly fitted or top-dose-only effect, or effect the other way;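 further: plate controls were stimulated vehicle wells for no effect and unstimulated vehicle basal for full effect; nearly all actives have a fitted effect of over 55% in size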
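HEK293 cells stably expressing V1b receptor, serum-reduced (1% FBS) overnight, pretreated 30 min with compound, then stimulated 5 min with 25 nM EGF; phospho-ERK detected by AlphaScreen SureFire. AC50 from Hill fits, normalized to DMSO and EGF.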
An asterisk follows results filed as active; ? = inconclusive; [ ] = another dose, or the depositor's remark. Potency means the concentration at half of the fitted maximal effect.

SMILES | ERK EGF block
C/C(=N/OCC(=O)NCCCCCCNC(=O)CO/N=C(/C)c1cccs1)c1cccs1 | -0.4%
Cc1ccc(S(=O)(=O)Nc2nccs2)cc1[N+](=O)[O-] | -4.0%
CC(NC(=O)CCCCCCN1C(=O)c2ccccc2C1=O)c1ccc2c(c1)CCCC2 (stereo not drawn) | 10.0%
CSc1ccc(NC(=O)Nc2cccn(Cc3ccccc3F)c2=O)cc1 | 2.6%
Cn1cc(Br)c(C(=O)NC(=S)Nc2ccc(S(N)(=O)=O)cc2)n1 | 1.3%
NC1=NC(=O)C(Cc2cccc(Cl)c2Cl)S1 (stereo not drawn) | -7.9%
COc1cccc(C(=O)NC2=NCCS2)c1 | -7.3%
O=C(CO/N=C/c1ccccc1O)NNC(=O)c1ccccc1Cl | 3.8%
COc1cccc(OCC(O)CN2CCN(CCN3C(=O)c4cccc5cccc(c45)C3=O)CC2)c1 (stereo not drawn) | -1.2%
Cc1nc2ccccc2n1CCCOc1ccccc1 | -6.3%

(cont.)
SMILES | ERK EGF block
O=C(CC1C(=O)NCCN1CC1CCCCC1)NCCc1ccc(F)cc1 (stereo not drawn) | 10.7%
CCOP(=O)(OCC)C(Nc1cccc(C(F)(F)F)c1)c1ccc(F)cc1 (stereo not drawn) | -1.6%
Cc1cc(NC(=O)/C=C/c2ccc(Br)cc2)no1 | 3.6%
COC(=O)c1ccc(C(=O)OC)c(NC(=O)C(C)(C)C)c1 | 3.6%
Cc1ccc(NC(=O)CSc2nc(C)c(C)c(C)n2)c([N+](=O)[O-])c1 | 0.7%
Cc1nc2ccccc2c(=O)n1NC(=O)Cc1ccc([N+](=O)[O-])cc1 | 6.4%
O=C(N/N=C\c1cc(Br)ccc1O)c1ccc(S(=O)(=O)N2CCCCC2)cc1 | 8.4%
COc1ccc(N2C(=O)c3ccccc3NC2c2cccnc2)cc1 (stereo not drawn) | -6.2%
CCOc1ccc(NC(=O)NC(=O)N(C)S(=O)(=O)c2ccc(C)cc2)cc1 | -21.4%
N/C(=N\OC(=O)c1ccc(OCC(F)(F)F)nc1)c1ccc(Cl)cc1 | -6.4%[57.5 µM]

Next part
SMILES | ERK EGF block
CCNC(=S)N(Cc1ccco1)Cc1cc2cc(OCC)ccc2[nH]c1=O | -12.7%
Nc1nc(C23CC4CC(CC(Cl)(C4)C2)C3)cs1 | ?
CCCC1=NN(C(=O)C(=O)Nc2ccc(Br)cc2)C(O)(C(F)(F)F)C1 (stereo not drawn) | -9.7%
Cc1cnc([N+](=O)[O-])n1CCOC(=O)NC(=O)c1ccc(F)cc1 | -3.9%
CC(=O)O[C@@H](C)C#C[Si](C)(C)c1ccccc1 | -10.6%
CC1(C)CC(=O)C(Sc2ccccc2[N+](=O)[O-])=C(O)C1 | -16.0%
Nc1nc(O)c2ncn([C@H]3CC[C@@H](CO)O3)c2n1 | 19.6%
CCNC(=O)COC(=O)CCNC(=O)c1cccc(C)c1 | -1.1%
N#Cc1cccc(NC(=O)N2CC[C@@]3(CCCN(C(=O)c4cc(C(F)(F)F)cc(C(F)(F)F)c4)C3)C2)c1 | -4.9%
CCOC(=O)C(Cc1ccccc1)c1ccnc2ncnn12 (stereo not drawn) | -8.4%

Additional compounds follow.
SMILES | ERK EGF block
CC[C@H](C)[C@@H]1NC(=O)c2cc([N+](=O)[O-])cc(F)c2NCCCC[C@@H](C(N)=O)NC(=O)[C@H](CC(N)=O)NC1=O | 9.1%
CCCC(=O)Nc1nc2ccc(NC(=O)c3c(F)c(F)c(OC)c(F)c3F)cc2s1 | -16.9%
N#CC(c1ccccc1O)N1N=C(c2ccccc2)CC1c1ccccc1 (stereo not drawn) | 4.2%[57.5 µM]
Cc1cc(C)n(-c2nc(SCC(=O)O)c3c4c(sc3n2)COC(C)(C)C4)n1 | -0.1%[57.5 µM]
Cc1nn(C)c(C)c1CNC(=O)Nc1ccc(Cl)cc1 | -5.3%
COc1ccc2c(c1)CCC1C2=NN(/C(C)=C\C(C)=O)C1c1ccc(F)cc1 (stereo not drawn) | ?
COCCOC(=O)N/C=C\c1nc2ccccc2c(=O)[nH]1 | -2.6%
COc1ccc(C(=O)N/N=C/c2ccc(OC(=O)c3cccc4ccccc34)c([N+](=O)[O-])c2)cc1 | 1.8%
C=CCn1c(SCc2ccc(Cl)c(Cl)c2)nnc1C(CO)NC(=O)c1ccc(OC)cc1 (stereo not drawn) | -2.9%
CO/N=C/c1cccn1-c1nccc(N(C)C)c1C#N | -7.9%[57.5 µM]

Following part.
SMILES | ERK EGF block
CCCN=C(N)NCCC[C@H](N)C(=O)O | -8.1%
Cc1nn(C(C)C(=O)NCc2ccco2)c(C)c1[N+](=O)[O-] (stereo not drawn) | -2.8%
O=C(NCCCN1CCc2ccccc2C1)C1CCN(c2nnc(-n3cccc3)s2)CC1 | -3.8%
CCN(CC)S(=O)(=O)c1ccc(C)c(NC(=O)/C=C/c2cccs2)c1 | 5.0%
O=c1[nH]c2cc(Cl)ccc2c(O)c1-c1cccc(Oc2ccccc2)c1 | -3.3%
O=S(=O)(c1ccccc1)N(CC1CO1)c1cccc2ccccc12 (stereo not drawn) | 11.0%
CN(C)C(=O)CSc1nc(-c2ccccc2)c(-c2ccccc2)o1 | -7.1%
Cc1ccc(OCCNC(=O)C2CCCCC2)cc1 | -0.7%
O=C(Nc1cccc(-c2ccc3nncn3n2)c1)c1ccco1 | ?
O=C1c2cc(S(=O)(=O)NCCO)ccc2-c2ccc(S(=O)(=O)NCCO)cc21 | 5.0%

The list goes on:
SMILES | ERK EGF block
CCC(=O)Nc1cccc(NC(=O)c2ccc(C)cc2Cl)c1 | -3.1%
COc1ccc(CSc2nnc(C)s2)cc1F | -5.8%
CC1CCN(CCC(=O)N/N=C/c2ccc([N+](=O)[O-])cc2)CC1 | -8.1%
CCn1cc(C(=O)OCC(=O)N2C(C)CCCC2C)c(=O)c2ccc(C)nc21 (stereo not drawn) | 3.9%
CN1CCN(c2ccc(CNS(=O)(=O)c3ccsc3)cc2)CC1 | -9.1%[57.5 µM]
Cc1c(N(CC(=O)O)S(=O)(=O)c2ccccc2)c(=O)n(-c2ccccc2)n1C | -2.4%
O=C(Nn1c(C2CCCCC2)nc2ccccc2c1=O)c1ccc([N+](=O)[O-])cc1 | 10.0%
CC1CCCC(C)N1/N=C/c1ccccc1C(=O)O (stereo not drawn) | -3.9%
CSc1ccc(CN(C)CC(=O)Nc2cccc(Br)c2)cc1 | 21.3%
O=C(NNC(=S)Nc1ccccc1)c1cccs1 | 3.9%

An excerpt of these results, with each value named.
CC(=O)O[C@@H](C)C#C[Si](C)(C)c1ccccc1
- ERK EGF block: -10.6%
Cc1nn(C(C)C(=O)NCc2ccco2)c(C)c1[N+](=O)[O-] (stereo not drawn)
- ERK EGF block: -2.8%
NC1=NC(=O)C(Cc2cccc(Cl)c2Cl)S1 (stereo not drawn)
- ERK EGF block: -7.9%
Cc1ccc(S(=O)(=O)Nc2nccs2)cc1[N+](=O)[O-]
- ERK EGF block: -4.0%

(more compounds)
SMILES | ERK EGF block
O=C(C1CCN(Cc2ccc(OCc3ccccc3)cc2)CC1)N1CCCC1 | 23.4%
COc1ccc(-c2nc3c(-c4ccc(F)cc4)cnn3cc2C)cc1F | -4.4%
COC(=O)c1ccc(N(C(=O)c2ccco2)C(C(=O)NC2CCCC2)c2ccco2)cc1 (stereo not drawn) | 6.6%
CC12C=CC3(O1)C(C(=O)N(c1ccccc1)C3C(=O)NC1CCCC1)C2C(N)=O (stereo not drawn) | 9.9%
CC(=C/c1ccc(C(C)C)cc1)/C=N/NC(=O)Cn1nc(C)cc1C | 3.8%
O=C(O)C(C/C(=N/O)c1ccc(Br)cc1)P(=O)(c1ccccc1)c1ccccc1 (stereo not drawn) | 2.8%[57.5 µM]
COc1ccc(C2=Nn3c(nnc3-c3cc(C)[nH]n3)SC2)cc1 | 0.5%[57.5 µM]
CC1CCCCC1NC(=O)/C(C#N)=C/c1ccc(F)c(F)c1 (stereo not drawn) | -0.7%
CN(Cc1nc(-c2cccs2)no1)CC(O)c1ccccc1 (stereo not drawn) | -17.4%
Cc1noc(C)c1NC(=O)N1CCN(Cc2ccccc2)CC1 | -18.7%[57.5 µM]

Next section:
SMILES | ERK EGF block
Cc1ccc(N(C(=O)c2nsc(Cl)c2Cl)C(C(=O)NC2CCCC2)c2ccc(O)cc2)cc1C (stereo not drawn) | 2.1%
COc1ccc(-n2nc([N+](=O)[O-])c(=NCCc3ccc(C)cc3)n2O)cc1 | ?
O=C(/C=C\c1cn(-c2ccccc2)nc1-c1cccs1)N1CCOCC1 | 0.5%
CNC(=O)[C@@]1(Cc2ccccc2)C=C[C@@H](C)N1C(=O)OC | -0.5%
COc1ccc2c(c1)nc(NCCO)n2C | 1.4%
CCc1ccc(C2CC(c3ccccc3C)n3nc(N)nc3N2)cc1 (stereo not drawn) | -4.3%
CCN(CC)S(=O)(=O)c1cc(C(=O)OCC(=O)Nc2cccc(S(=O)(=O)N(C)C)c2)ccc1F | -7.1%[57.5 µM]
COc1ccc(/C=N/NC(=O)C(C)Sc2ccccn2)cc1[N+](=O)[O-] (stereo not drawn) | ?
O=C(CC1CCC1)NC(c1ccccc1)c1ccccc1 | -7.8%
COc1cc(C#N)c(NC(=O)CN2CCN(CCO)CC2)cc1OC | 2.5%

The list continues:
SMILES | ERK EGF block
CN(C)S(=O)(=O)c1ccc(C(=O)Nc2nnc(SCc3cccc4ccccc34)s2)cc1 | -0.2%
CC1CCN(CC(=O)c2cccs2)CC1 | -10.3%
O=[N+]([O-])c1cc(/C=N/NC(=S)Nc2ccccc2Cl)ccc1Cl | 1.9%
CC(C)(C)c1cc(C(=O)NNc2ccc(OC(F)(F)F)cc2)n(Cc2ccccc2)n1 | -5.3%[57.5 µM]
CC(=O)c1c(C)[nH]c(C(=O)COC(=O)c2cc(S(=O)(=O)N(C)c3ccccc3)ccc2Cl)c1C | ?
Cn1c(Cl)cnc1C(O)(c1ccccc1)c1ccccc1 | -16.4%[57.5 µM]
CCOC(=O)c1c(-c2ccccc2)csc1NC(=O)CSc1nnc(C)s1 | 3.8%
O=C(O)CCC(=O)NNC(=O)c1ccc([N+](=O)[O-])cc1 | -0.9%[57.5 µM]
N#Cc1c[nH]n2c(=O)c3c(nc12)CCC3 | 0.1%
O=[N+]([O-])c1ccc(/C=N/NC(=S)Nc2ccccc2)o1 | -0.5%

Additional entries follow:
SMILES | ERK EGF block
O=C(NC(Cc1ccccc1)C(=O)O)/C(=C/c1ccc(Cl)cc1)NC(=O)c1ccccc1 (stereo not drawn) | -0.4%
CN(C)S(=O)(=O)c1cccc(-c2csc(=Nc3ccccc3)n2CCCN2CCOCC2)c1 | -11.6%[57.5 µM]
CC(=C/c1ccccc1)/C=N/Nc1nc(N2CCOCC2)nc(N2CCOCC2)n1 | 1.0%
O=C(COc1ccc(Br)cc1)N1CCc2ccccc21 | 3.9%[57.5 µM]
OCCN1CCN(CC(O)COCC2COc3ccccc3O2)CC1 (stereo not drawn) | 1.8%
COC(=O)Cc1[nH]n(-c2nc3ccccc3s2)c(=O)c1C(C)=Nc1ccc(C)cc1 | 1.9%
Cc1ccc(C)c(NCc2n[nH]c(=S)n2-c2ccccc2)c1 | 0.4%
COc1ccc(CC(=O)Nc2cccc(C(=O)NN3C(=O)c4ccccc4C3=O)c2C)cc1 | -5.9%
CCO[C@@H]1OC(C(=O)NCc2nc3ccccc3[nH]2)=C[C@H](C2CCCCC2)[C@H]1CCCO | -4.0%[57.5 µM]
O=C(O)c1cccc(-c2ccc(/C=N/NC(=O)C3COc4ccccc4O3)o2)c1 (stereo not drawn) | -7.0%

Continued.
SMILES | ERK EGF block
CCOC(=O)c1c(-c2ccc(C)cc2)csc1NC(=O)CCN1CC(C)OC(C)C1 (stereo not drawn) | 7.3%
COCC(C)n1c(C)cc(C(=O)CSc2nnnn2-c2ccc(O)cc2)c1C (stereo not drawn) | 1.2%
N#Cc1c(F)cccc1NCc1cccs1 | 7.7%[57.5 µM]
COCC(C)OC(=O)c1c(N)n(CCCN2CCOCC2)c2nc3ccccc3nc12 (stereo not drawn) | -10.6%[57.5 µM]
CCNS(=O)(=O)c1ccc(NC(=S)NCc2ccco2)cc1 | 4.1%
CCOc1ccc2[nH]c(SCC(=O)OC)c([N+](=O)[O-])c2c1 | -1.1%
O=C(CN1C2=NCCCN2c2ccccc21)c1cccc(Br)c1 | 9.5%
NCCC[C@@H](CC(=O)N[C@@H]1CCNC[C@H]1C(=O)N[C@H](CC(=O)N[C@@H](CCC(=O)O)CC(=O)O)Cc1c[nH]c2ccccc12)NC(=O)C[C@H](Cc1ccccc1)NC(=O)[C@@H]1CCCC[C@H]1N | 2.7%
COc1ccc(-c2cn3cc(C(=O)NN)ccc3n2)cc1 | -2.9%
OCCC1CN(Cc2cnc(-c3ccccc3)s2)CCN1C1CCCCC1 (stereo not drawn) | -0.2%

Additional results.
SMILES | ERK EGF block
Cc1cc(C(=O)OCC(=O)Nc2nnc(C(C)C)s2)c2ccccc2n1 | -1.6%
N#CCCN(C(=O)COC(=O)c1ccc2c(=O)n3c(nc2c1)CCC3)c1ccccc1 | -2.1%
CC(=O)N(c1nc(CCl)cs1)c1c(C)cc(C)cc1C | -1.2%
O=C(NCCc1ccc(Cl)cc1)c1nnc(Cc2ccc(Cl)cc2)o1 | -1.3%
COc1cccc(OC)c1C(=O)NC(C)c1ccccc1 (stereo not drawn) | 1.7%

A portion of the library (hit frequency here may not be typical).
